AHR act = activators of human aryl hydrocarbon receptor. P35869. AHR-responsive luciferase reporter cells, luminescence. activation, % at 5 µM. hit rate 2.5% among 320,000; in the data active = activation above about 47%;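 note: 0% = vehicle wells and 100% = reference agonist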
PP5 primary = inhibitors of human protein phosphatase 5 (PP5) | inhibition, % at 6.7 µM | hit rate 0.18% among 320,000 | purified PP5c, OMFP substrate fluorescence | AID 1987;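 active = inhibition above the campaign's mean inhibition across all tested compounds plus 3 SD, cut at about 9.5% in these data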;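 note: 0% = DMSO only and 100% = 100 µM cantharidin control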
HCV core dimer = HCV core protein dimerization inhibition; TR-FRET GST/Flag-core106 dimerization, 1536-well; inhibition, % at 5 µM; hit rate 0.33% among 300,000; AID 1899;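 active = inhibition above the mean of all tested compounds plus 3 SD, set per screening campaign, cut at about 45% in these data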
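Material: GST/Flag-tagged HCV core106 proteins. Incubation: 4 h, 22.5 °C incubation. Read-out basis: inhibition (%) from 671 over 617 nm ratio. Measured by: TR-FRET, excitation 340 nm, emission 617 and 671 nm.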
PAFAH2 FP inh = inhibitors of human PAFAH2 | hit rate 0.99% among 340,000 | recombinant PAFAH2, FP-rhodamine activity probe, fluorescence polarization | AID 492956 | inhibition, % at 3.39 µM | Q99487;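 active = inhibition above the mean over all tested compounds plus 3 SD, cut at about 30% in these data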;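 note: inhibitors block probe labeling of enzyme so polarization drops; 0% = enzyme with DMSO and 100% = wells lacking PAFAH2 protein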
procasp3 activ = activators of human procaspase-3. activation, % at 8.5 µM. P42574. AID 463141. recombinant procaspase-3 D3A, Ac-DEVD-pNA absorbance 405 nm. hit rate 0.11% among 330,000;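 active = activation above the mean of all tested compounds plus 3 SD, cut at about 21% in these data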;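 note: 0% = DMSO alone and 100% = DMSO wells spiked with extra 5 µM PC-3 D3A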
Target sequence (P42574 whole entry D9A/D28A/D175A): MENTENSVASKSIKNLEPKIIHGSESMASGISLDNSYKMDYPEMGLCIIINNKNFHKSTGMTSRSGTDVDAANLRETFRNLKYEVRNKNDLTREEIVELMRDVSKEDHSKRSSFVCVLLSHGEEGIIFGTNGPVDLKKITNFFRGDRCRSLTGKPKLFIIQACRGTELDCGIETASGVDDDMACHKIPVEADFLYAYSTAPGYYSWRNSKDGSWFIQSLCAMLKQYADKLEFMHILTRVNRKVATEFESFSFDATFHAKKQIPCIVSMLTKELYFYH
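Compound: 8.5 µM single point, 0.8% DMSO / Material: Autoprocessing-dead procaspase-3 D3A mutant enzyme / Timing: 1 h preincubation plus 2 h reaction at 25 °C / Medium: Zinc-free HEPES/NaCl buffer with 0.01% Triton X-100 at pH 7.4 / Technique: 405 nm absorbance of p-nitroaniline, reads at 0 and 120 min / Repeats: one well per compound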
TPT1 inhibitor = inhibitors of Candida albicans tRNA 2'-phosphotransferase TPT1; recombinant caTPT1, FP RNA substrate dephosphorylation; inhibition, % at 5 µM; hit rate 0.81% among 300,000; AID 1962;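 active = inhibition above the mean of all tested compounds plus 3 SD, set per screening campaign, cut at about 24% in these data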;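 note: plate controls were DMSO alone for no effect and ferristatin control at 100 nM for full effect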
CTSL1 counter = blocks F. hepatica cathepsin L1 in PFM18AAP counter-screen. recombinant F. hepatica cathepsin L1, Z-Leu-Arg-MCA fluorescence. inhibition, % at 5.96 µM. hit rate 0.49% among 300,000;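 active = inhibition above the mean of all tested compounds plus 3 SD, set per screening campaign, cut at about 17% in these data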;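 note: 0% = plate median of test compound wells and 100% = 1 µM Z-Phe-Ala-diazomethylketone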
procasp7 counter = activates human procaspase-7, counter-screen for procaspase-3 activators; AID 463210; hit rate 0.093% among 330,000; P55210; activation, % at 8.5 µM; recombinant procaspase-7, Ac-DEVD-pNA absorbance 405 nm; D23A/D198A/D206A triple mutant, cannot self-cleave; scale: DMSO 0, 5 µM enzyme 100;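 active = percent activation above the screen-wide mean plus 3 SD, cut at about 25% in these data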
Target sequence (P55210 whole entry D23A/D198A/D206A): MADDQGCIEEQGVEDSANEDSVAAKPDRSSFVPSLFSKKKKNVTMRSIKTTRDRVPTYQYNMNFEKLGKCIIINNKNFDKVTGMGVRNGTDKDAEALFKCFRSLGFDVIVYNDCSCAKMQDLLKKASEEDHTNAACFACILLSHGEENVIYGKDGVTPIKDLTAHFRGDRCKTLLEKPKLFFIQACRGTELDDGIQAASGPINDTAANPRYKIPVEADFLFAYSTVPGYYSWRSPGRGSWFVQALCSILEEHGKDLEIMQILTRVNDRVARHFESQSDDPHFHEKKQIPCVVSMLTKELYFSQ
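buffer or medium = Zinc-free HEPES/NaCl buffer, pH 7.4 | material = Procaspase-7 triple mutant (PC-7 D3A) | input = 2 µM procaspase-7 mutant as dispensed | signal = Epi-absorbance of released pNA at 405 nm, two timepoints | timing = 1 h preincubation, 2 h reaction | replicates = singlicate compound testing | evaluation = % activation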
PP1 inh = blocks human PP1-alpha phosphatase, a PP5 counter-screen; P62136; purified PP1alpha, OMFP fluorescence; inhibition, % at 6.7 µM; hit rate 0.9% among 320,000;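 active = inhibition above the mean inhibition of all tested compounds plus 3 SD, computed separately for each screening campaign, cut at about 15% in these data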
Target sequence (P62136 whole entry, looked up): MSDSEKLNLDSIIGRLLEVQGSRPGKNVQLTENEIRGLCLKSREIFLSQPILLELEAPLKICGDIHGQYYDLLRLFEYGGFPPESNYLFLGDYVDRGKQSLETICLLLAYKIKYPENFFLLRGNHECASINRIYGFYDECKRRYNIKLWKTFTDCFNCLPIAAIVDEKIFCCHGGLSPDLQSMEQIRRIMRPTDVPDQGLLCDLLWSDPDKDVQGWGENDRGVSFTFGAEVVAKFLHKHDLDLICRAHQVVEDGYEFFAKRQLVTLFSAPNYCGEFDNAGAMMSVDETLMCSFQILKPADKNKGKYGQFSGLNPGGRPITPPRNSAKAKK
* hit, by the source's call; x = no result given.

Each structure is followed by: AHR act	PP5 primary	HCV core dimer	PAFAH2 FP inh	procasp3 activ	TPT1 inhibitor	CTSL1 counter	procasp7 counter	PP1 inh
O=C(Oc1nsnc1N1CCOCC1)c1ccccc1
  -2	0.8	-3	1	-6	0	-8	-17	-3
Cc1cc(C)cc(NS(=O)(=O)c2cc(Br)cnc2N)c1
  5	3.0	0	4	-7	0	0	9	4
Cn1c(=O)c(=O)n(C)c2cc(S(=O)(=O)N3CCCC3C(=O)Nc3ccc(F)cc3)ccc21 (configuration not stated)
  1	1.6	-6	-3	-1	1	3	-8	-1
Cc1ccc(C)c(S(=O)(=O)NC(C)C(=O)Nc2ccc(-c3nc4ccccc4s3)cc2)c1 (configuration not stated)
  33	-1.0	13	2	2	1	2	-2	2
CCC(Cc1ccccc1)NC(=O)C1CCCCC1 (configuration not stated)
  -1	-1.9	-16	1	10	-5	-2	-2	0
CCOC(=O)C1CCN(Cc2nc3ccccc3c(=O)n2-c2ccc(F)cc2)CC1
  1	-1.2	0	0	6	-5	11	2	-12
Cc1ccc2cc(C#N)c(N3CCCC3)nc2c1C
  28	0.9	7	-4	6	-4	-1	2	7
CCCN1C(=O)C2(SC(NC(C)=O)=NN2C(C)=O)c2cc(C)ccc21 (configuration not stated)
  -2	-0.8	0	3	5	-2	4	10	-4
COc1ccc(-c2cc3cc(OC)c(OC)cc3cn2)cc1OC
  -2	4.9	-2	2	-5	0	-5	11	-8
O=C(NCCSCc1ccco1)Nc1cccc(Cl)c1
  3	3.5	-4	-2	-3	2	-1	2	0
CC(C)CCN(C(=O)C1CSC2(C)CCC(=O)N12)c1c(N)n(Cc2ccccc2)c(=O)[nH]c1=O (configuration not stated)
  3	0.5	1	3	3	1	6	-3	-2
COc1ccc(OCCCC(=O)Nc2nc(C)c(C(C)=O)s2)cc1
  0	0.7	2	-5	1	-1	1	-5	-1
Cc1ccc(C)c(Cn2c(=O)n(CCC(=O)NCc3ccco3)c(=O)c3ccccc32)c1
  2	3.8	2	-10	2	0	2	0	-5
O=C(Cn1cc2c(n1)CCCCC2)NC1CCCCCC1
  4	3.0	-2	-1	-5	2	-2	-6	-7
Cc1cccc(N(CC(=O)N/N=C/c2ccc(OCC(=O)NCc3ccco3)cc2)S(C)(=O)=O)c1C
  22	-1.4	-1	-1	-4	-3	6	8	2
O=C1CC(c2ccccc2)c2c(O)cc(O)cc2O1 (configuration not stated)
  -1	2.6	-5	2	-5	-3	-4	15	2
Cc1nc2cc(C(=O)O)ccc2n1C1CCCCC1
  0	1.0	-3	5	7	4	-7	0	-6
Cc1nn(C)c2ncc(C(N)=O)c(Oc3cccnc3)c12
  -1	-2.1	-2	3	-2	3	1	8	-1
Cc1ccnc(NC(=O)C2CCC(CNc3c(N4CCCC4)c(=O)c3=O)CC2)c1 (configuration not stated)
  4	-2.7	3	-1	0	-1	4	6	-5
CCOC(=O)C1=C(c2ccccc2)O/C(=C(/C(=O)OC)C(F)(F)F)S1
  -2	0.5	-85	1	-1	0	2	-5	2
COc1cc(C2C(C#N)=C(N)OC3=C2C(=O)CC(C)(C)C3)cc2c1OCO2 (configuration not stated)
  -3	2.1	23	18	-9	0	-1	7	0
O=C(COc1ccccc1)Nc1ccccc1NS(=O)(=O)c1cccs1
  2	2.7	-17	4	-5	0	-1	-5	-3
CC(C)(C)CC(=O)O/N=C(\N)c1ccncc1
  0	0.7	-4	5	1	-2	1	7	-1
Cc1n[nH]c(C)c1Sc1ccccc1N=Cc1cc(Cl)cc([N+](=O)[O-])c1O
  -1	-0.9	2	1	2	-3	-5	-1	0
C=CCOn1c(=O)c(-c2ccccc2)[n+]([O-])c2ccccc21
  1	1.0	-5	-3	-1	-1	-2	2	-3
Cc1nn(-c2ccccc2)c(C)c1C(=O)OCC(=O)NCc1ccco1
  11	-0.3	1	-4	-8	-1	-1	9	-4
Cc1nc2ccc(NC(=O)C3=NN(C)C(=O)CC3)cc2s1
  4	x	x	0	7	x	x	4	x
Cc1cc(C(=O)N/N=C/c2cccs2)no1
  13	1.6	-8	-8	5	-4	3	-2	-2
CN1CCC(=NNC(=O)c2ccco2)CC1
  -1	0.9	-3	-3	3	1	-1	10	-2
CC(C)(C)C(=O)NC1CCN(S(=O)(=O)c2cccc(C(F)(F)F)c2)CC1
  1	1.7	-4	7	2	-6	-1	-12	-1
CCC(N=c1cc(-c2ccc(OC)cc2)oc2ccc(C)cc12)C(=O)O (configuration not stated)
  -5	-1.9	-4	-3	-12	0	5	-11	-4
CCCCc1ccc(NC(=O)CSc2nc3ncccc3[nH]2)cc1
  3	0.3	5	-3	5	4	3	9	2
Cc1ccc(S(=O)(=O)NC(C(=O)N2CCOCCOCCOCCOCC2)c2ccccc2)cc1 (configuration not stated)
  2	2.3	6	13	-5	-1	-5	6	-4
O=C(O)CC1SC(=Nc2ccc(O)cc2)NC1=O (configuration not stated)
  -2	-0.8	-5	0	10	-10	-1	0	-1
COC(=O)c1cc(S(=O)(=O)N2CCCCC2)ccc1N1CCOCC1
  1	-0.4	-1	4	-3	0	-2	0	-6
COc1ccc(-c2csc(N(CCCN(C)C)C(=O)c3ccc(C(C)(C)C)cc3)n2)cc1
  -1	1.0	4	-2	8	2	4	4	2
COc1ccc(C(CCN2CCCCC2)c2c(OC)cc(OC)c3c(-c4ccccc4)cc(=O)oc23)cc1 (configuration not stated)
  1	0.4	-8	-7	14	-3	-5	5	5
COc1ccccc1CN1CCN(Cc2cc(OC)c(OC)cc2OC)CC1
  1	2.2	-7	2	3	0	5	0	1
COc1ccc(S(=O)(=O)N2CCN3CCCC3C2)cc1 (configuration not stated)
  -1	-0.7	7	7	0	-3	5	-7	1
Cc1ccc(OCCCSc2n[nH]c(N)n2)cc1
  2	2.2	-2	3	-1	3	-2	14	-3

Some of the entries above in another layout.
Molecule | AHR act | PP5 primary | HCV core dimer | PAFAH2 FP inh | procasp3 activ | TPT1 inhibitor | CTSL1 counter | procasp7 counter | PP1 inh
COC(=O)c1cc(S(=O)(=O)N2CCCCC2)ccc1N1CCOCC1 | 1 | -0.4 | -1 | 4 | -3 | 0 | -2 | 0 | -6
COc1ccc(-c2csc(N(CCCN(C)C)C(=O)c3ccc(C(C)(C)C)cc3)n2)cc1 | -1 | 1.0 | 4 | -2 | 8 | 2 | 4 | 4 | 2
COc1ccc(C(CCN2CCCCC2)c2c(OC)cc(OC)c3c(-c4ccccc4)cc(=O)oc23)cc1 (configuration not stated) | 1 | 0.4 | -8 | -7 | 14 | -3 | -5 | 5 | 5

Continuation.
Each structure is followed by: AHR act	PP5 primary	HCV core dimer	PAFAH2 FP inh	procasp3 activ	TPT1 inhibitor	CTSL1 counter	procasp7 counter	PP1 inh
Cc1ccc(CNC(=O)C2CCN(S(=O)(=O)c3cnc[nH]3)CC2)cc1
  -1	0.7	2	3	-2	-6	3	0	-3
CC(C)[C@H](NS(=O)(=O)c1ccc2c(c1)OCCO2)C(=O)OCC(=O)Nc1cc(Cl)ccc1Cl
  5	2.6	5	1	-3	-2	-22	6	4
CC(=O)NC1C(OCc2cccc(Br)c2)OC(COC(C)=O)C(OC(C)=O)C1OC(C)=O (configuration not stated)
  1	-0.2	0	-7	-4	-4	4	1	0
Nc1ccc(CN2CCOCC2)cc1
  0	-2.4	-4	-3	0	3	-2	0	12
COC(=O)C1=C(C)N(c2ccc(OC)c(OC)c2)C(=O)/C1=C\c1cccs1
  15	0.1	2	1	-4	3	8	-11	-2
CCOC(=O)c1[nH]c(=O)c2ccccc2c1O
  0	1.8	-1	2	-9	1	3	-10	-2
CCC1=Nc2cc(C(=O)NCCN3CCOCC3)ccc2Sc2ccc(C)cc21
  2	0.6	-14	5	4	-2	0	-9	-1
COc1ccccc1CNC(=O)CCCc1ccccc1
  14	0.1	0	-2	-2	4	1	-2	4
O=C(Cn1ncc2c(=O)oc3ccccc3c21)N1CCN(c2ccccn2)CC1
  2	0.4	-5	3	-6	-6	-2	-2	-3
O=C(NCC1CCCO1)c1cccc(NS(=O)(=O)c2ccccc2)c1 (configuration not stated)
  0	-0.7	-2	6	5	-2	0	10	-1
Cc1ccc(CN(C)C(=O)c2cccc(S(=O)(=O)N3CCCC3)c2)cc1
  -1	1.1	x	-1	7	x	x	-4	-5
O=C(CN1CCc2ccccc2C1)N1CCN(S(=O)(=O)c2ccccc2)CC1
  1	2.7	-1	4	-2	0	-1	13	0
Cc1nn(C)cc1C(=O)Nc1cc(Oc2ccc(Cl)cc2)cc([N+](=O)[O-])c1
  0	3.6	-5	-26	-3	-6	13	-4	1
CSc1ccc(/C=N\Nc2nncn2N)cc1
  11	0.7	-3	3	-12	-1	2	-17	6
Cc1cc(-c2nn3c(C)nnc3s2)ccc1NC(=O)C(C)(C)C
  32	3.3	-3	1	-8	4	-1	-4	1
Cc1ccc(C)c(Nc2nc3ccc(C)cc3n3cnnc23)c1
  29	2.3	-8	2	1	-3	0	4	3
COc1ccc(NC(=O)C2CCN(C(=O)c3cccs3)CC2)cc1
  1	-1.8	1	7	1	3	-1	13	0
O=C(Cc1ccccc1Cl)Nc1cccc(S(=O)(=O)N2CCOCC2)c1
  2	4.4	-11	-3	-6	-6	-1	4	-1
COC(=O)[C@@]1(Cc2ccc(OC)cc2)[C@H]2c3cc(C(=O)N4CCCC4)n(C[C@H](O)CO)c3C[C@H]2CN1C(=O)c1ccccc1
  1	2.4	4	x	4	0	-2	-12	-10
COC(=O)c1cc(COc2ccc3c4c(c(=O)oc3c2)CCC4)c(C)o1
  0	1.0	3	x	-5	2	-1	9	-5
CCOC(=O)N1CCN(C(=O)C2CCN(S(=O)(=O)c3ccc(OCC)cc3)CC2)CC1
  -2	1.6	-3	2	-7	-1	-3	3	-3
CCOC(=O)C1=C(C)NC(=O)NC1c1ccc(Br)o1 (configuration not stated)
  -2	-0.6	4	-10	7	1	2	3	0
CCCN(C#N)c1nc(NCC)nc(NC(C)C)n1
  -3	1.4	-15	1	3	0	1	-10	-3
CC(=O)Nc1ccc(S(=O)(=O)NC(C(=O)O)C(C)O)cc1 (configuration not stated)
  -1	-1.3	-5	10	4	0	-3	3	-3
CCOC(=O)C1=C(C)NC(=O)NC1c1ccc(NC(C)=O)cc1 (configuration not stated)
  1	3.0	2	2	1	2	3	8	1
CCOC(=O)c1nnn2c1nc(N1CCOCC1)c1ccccc12
  0	-1.2	-2	x	4	-2	-2	5	-2
Cc1oc(-c2ccccc2Cl)nc1CS(=O)(=O)CC(=O)N1CCOCC1
  -3	3.8	-8	-4	-2	-1	1	1	3
COc1ccc2c(c1)C(NS(=O)(=O)OCC(Cl)(Cl)Cl)CCC2 (configuration not stated)
  3	3.2	15	-4	-1	-4	-5	-5	-1
COC(=O)CN1C(=O)C2(OCCCO2)c2cc(Br)ccc21
  2	-0.6	-2	-8	6	-3	-3	14	-5
O=C(O)c1cccc2c1/C(=N/O)c1ccccc1-2
  4	-0.6	-5	-2	-1	-4	-2	0	1
